# Screening results as filed in PubChem BioAssay.
# EPAC2 ag – EPAC2 (human) agonism; hit rate 0.079% among 360,000; Potency, µM (top dose mostly 154 µM), for the others: at the highest dose activation, actives largely listed as activators; AID 720711; EPAC2 activation, biochemical qHTS; response scale: 100% = 6.5 mM cAMP response; also: potency is read from the fitted curve at half-maximal effect; nearly all actives have a fitted effect of over 50% in size
# Target sequence (Q8WZA2 whole entry, looked up): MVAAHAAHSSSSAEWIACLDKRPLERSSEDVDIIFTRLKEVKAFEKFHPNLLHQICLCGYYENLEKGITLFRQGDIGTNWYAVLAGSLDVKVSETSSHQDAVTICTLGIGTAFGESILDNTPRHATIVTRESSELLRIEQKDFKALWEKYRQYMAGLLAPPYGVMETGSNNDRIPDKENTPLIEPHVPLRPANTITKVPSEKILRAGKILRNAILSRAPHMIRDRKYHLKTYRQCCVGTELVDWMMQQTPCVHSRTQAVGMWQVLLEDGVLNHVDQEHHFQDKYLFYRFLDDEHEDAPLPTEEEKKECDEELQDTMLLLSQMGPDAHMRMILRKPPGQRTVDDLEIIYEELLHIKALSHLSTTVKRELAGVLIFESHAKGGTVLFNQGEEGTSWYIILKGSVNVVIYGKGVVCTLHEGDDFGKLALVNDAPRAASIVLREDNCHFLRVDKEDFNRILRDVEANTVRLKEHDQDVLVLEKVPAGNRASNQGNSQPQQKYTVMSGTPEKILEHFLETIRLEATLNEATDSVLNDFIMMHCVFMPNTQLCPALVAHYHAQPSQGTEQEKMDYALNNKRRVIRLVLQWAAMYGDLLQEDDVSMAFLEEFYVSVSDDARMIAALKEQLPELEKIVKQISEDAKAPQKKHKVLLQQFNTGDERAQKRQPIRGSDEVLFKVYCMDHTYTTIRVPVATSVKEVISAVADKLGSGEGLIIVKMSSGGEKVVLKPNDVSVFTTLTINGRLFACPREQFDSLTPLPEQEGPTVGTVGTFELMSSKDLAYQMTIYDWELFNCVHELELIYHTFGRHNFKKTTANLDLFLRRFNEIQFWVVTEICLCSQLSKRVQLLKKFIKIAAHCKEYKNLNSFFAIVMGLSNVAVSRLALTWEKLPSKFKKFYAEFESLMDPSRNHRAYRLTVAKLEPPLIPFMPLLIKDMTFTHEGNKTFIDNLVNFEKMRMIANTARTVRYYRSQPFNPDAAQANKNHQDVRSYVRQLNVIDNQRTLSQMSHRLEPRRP
#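 Nucleotide exchange monitored as fluorescence drop when BODIPY-GDP leaves Rap1B. Reaction: 100 nM EPAC2, 250 nM RAP1B-BODIPY-GDP, 50 uM GDP, room temperature, kinetic read over 30 min. Activity expressed relative to 6.5 mM cAMP.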
# D3 ag – agonists of human D3 dopamine receptor. P35462. D3R DiscoveRx beta-arrestin cells, luminescence, 90 min. max activation, %. hit rate 0.58% among 410,000. AID 652048; in the data active = max activation above about 30%; also: 0% is about no effect; mostly tested at two doses, the higher about 12 µM
#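 Cells at 1500/well, incubated overnight, then treated with pinned compounds (dopamine as control) for 90 min at 37 degrees C. DiscoveRx reagent added for 30 - 60 minutes at room temperature; luminescence read.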
# Abeta yeast res – compounds reversing amyloid beta toxicity in yeast; yeast expressing A-beta42, growth rescue, OD600, 48 h; response scale: 0% DMSO, 100% iron-clioquinol control; Potency, µM (highest dose often 46.1 µM), inactives show at the top dose growth rescue, usual class: activators; hit rate 0.063% among 410,000; also: potency is read from the fitted curve at half-maximal effect; nearly all actives have a fitted effect of over 55% in size
#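 Growth rescue measured by 600 nm absorbance after 48 h yeast culture at 30 C with compound. Values normalized between DMSO and an equimolar ferric chloride plus clioquinol control.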
# EPAC2 antag – EPAC2 (human) antagonism. hit rate 0.18% among 360,000. Potency, µM (titrated, usually from 114 µM), for inactives: at the top dose activity, negative = inhibition, hits mostly inhibitors. Q8WZA2. EPAC2 GEF exchange of Rap1B-BODIPY-GDP, fluorescence; also: potency is read from the fitted curve at half-maximal effect; % is scaled to controls: 0 for no effect and ±100 for the full control effect; nearly all actives have a fitted effect of over 45% in size; many of its hits are not listed in these tables
# TDP43 rescue – rescues yeast growth from TDP-43 toxicity | Potency, µM (doses to about 46.1 µM), inactives show top-dose growth rescue (activation), hits mostly activators | hit rate 1.8% among 410,000 | AID 652104 | TDP-43 expressing yeast growth rescue, BacTiter-Glo, 24 h; also: potency is read from the fitted curve at half-maximal effect; % of control where 0% means no effect; nearly all actives have a fitted effect of over 50% in size
#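 Yeast cells expressing TDP-43 under galactose induction are exposed to compounds for 24 hr at 30 deg C. BacTiter-Glo luminescence measures growth, so protective compounds score as activators.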
# FUS yeast rescue – suppressors of FUS proteinopathy in yeast; S. cerevisiae FUS-expressing, growth rescue, OD600, 24 h; Potency, µM (titrated, usually from 76.6 µM), for the others: top-dose growth rescue (activation), usual class: activators; hit rate 0.24% among 390,000; AID 1347120;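 also: potency is read from the fitted curve at half-maximal effect; plate controls were DMSO vehicle for no effect and reference control for full effect; nearly all actives have a fitted effect of over 55% in size; some results filed as inactive show a strong effect at the top dose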
#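 Steps: raffinose overnight preculture; dilution to OD 0.005 in 2% galactose minimal medium; compound addition (concentration series); 24hr at 30C, 99% humidity; absorbance read at 600 nm.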
# aSyn yeast inh – inhibitors of alpha-synuclein toxicity in yeast; Yeast expressing alpha-synuclein, growth rescue, BacTiter-Glo, 24 h; Potency, µM (series often up to 46.1 µM), inactives show at the top dose growth rescue (activation), most hits filed as activators; hit rate 0.14% among 370,000; also: potency is read from the fitted curve at half-maximal effect; % of control where 0% means no effect; nearly all actives have a fitted effect of over 65% in size
#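 Rescue of yeast growth: cells expressing toxic alpha-synuclein, induced in galactose at OD600 0.02, incubated with compound 24 h at 30 C. ATP luminescence quantified growth; inhibitors of toxicity appear as activators.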
# D3 antag – blocks the human D3 dopamine receptor. D3R cells, DiscoveRx beta-arrestin luminescence, antagonist mode; active compounds read low. max response, negative = inhibition, %. hit rate 2.5% among 360,000. AID 652054. P35462; in the data active = max response below about -50%; inconclusive = no clear call, values can overlap the other calls; also: % is scaled to controls: 0 for no effect and ±100 for the full control effect; mostly tested at two doses, the higher about 12 µM
#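 Cells expressing the human receptor were seeded at 1500 cells/well, incubated overnight at 37 degrees C in 5% CO2, then exposed to library compounds with dopamine controls for 90 minutes at 37 degrees C before luminescent detection.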
# The depositor's hits bear a star; ? = inconclusive; / = no result given; & = joins results of further samples; [ ] = another dose, or the depositor's remark. Unless noted, calls follow the shape of the dose curve; as a rule, active = well fitted curve in the direction sought with a large enough effect; inconclusive = small, poorly fitted or top-dose-only effect, or another doubt; inactive = no such curve, though single readings can be large; an effect the other way counts as inactive or inconclusive. An excerpt. The share of hits here may be higher or lower than overall.
SMILES,EPAC2 ag,D3 ag,Abeta yeast res,EPAC2 antag,TDP43 rescue,FUS yeast rescue,aSyn yeast inh,D3 antag
Cc1nn2c(c1-c1ccccc1)NC1=C(C(=O)CCC1)C2c1ccccc1 (stereo unspecified),9%,-9,0%,6%,-22%,26%,1%,-12
Cc1c(C(=O)OCC(=O)Nc2ccc(C(=O)N(C)C)cc2)oc2ccccc12,8%,3,3%,-1%,-14%,9%,9%,16
CCC(=O)N1CCN(c2ccc(NC(=O)COc3ccccc3Cl)cc2)CC1,6%,24,14%,8%,14%,37%,4%,7
CN(C)c1nc(N(C)C)n(C(=O)c2ccc(F)cc2)n1,4%,3,1%,4%,-2%,-1%,1%,6
CC(=O)c1c(C)[nH]c(C(=O)C(C)Sc2nnc(NC3CC3)s2)c1C (stereo unspecified),10%,15,3%,5%,12%,/,2%,6
Cc1ccc(C(=O)NNC(=O)c2csc(N3CCOCC3)n2)o1,8%,-7,17%,8%,2%,-3%,0%,6
CCC(O)CNc1nc(-n2nc(C)cc2C)nc2sc3c(c12)CC(C)(C)OC3 (stereo unspecified),-8%,-6,?,0%,5%,/,-3%,-13
CCCCN1CC(COCc2ccccc2)Oc2cccc(Oc3ccc(F)cc3)c2S1(=O)=O (stereo unspecified),8%,8,4%,2%,26%,5%,-4%,24
CCn1c(CNC(C)=O)nnc1SCC(=O)c1ccc(Br)cc1,12%,-6,15%,-1%,-8%,-1%,0%,-25
Cc1cc(NC(=O)c2cccc(S(=O)(=O)N3c4ccccc4CC3C)c2)no1 (stereo unspecified),?,-7,5%,-9%,20%,0%,10%,-27
CCCCN(CC)C(=O)C1CCC(CNS(=O)(=O)c2cccc3nsnc23)CC1 (stereo unspecified),4%,5&4,0%&-23%,-11%,24%&10%,26%&27%,10%,4
O=c1c(-c2ccc(O)cc2)coc2c([C@@H]3O[C@H](CO)[C@@H](O)[C@H](O)[C@H]3O)c(O)ccc12,-1%,8,1%,-2%,1%,-26%,4%,23
CCO[C@H]1OC(C(=O)N2CCN(Cc3ccc4c(c3)OCO4)CC2)=C[C@@H](C(C)(C)C)[C@@H]1CCCO,8%,-37,7%,13%,-14%,-5%,1%,0
CN(C1CCCCC1)S(=O)(=O)c1ccc(C(=O)O)cc1,3%,-6,1%,-7%,13%,21%,4%,-23
COc1ccc(N2CC(C(=O)NC3CCSC3=O)CC2=O)cc1 (stereo unspecified),10%,3,7%,2%,-5%,3%,-1%,4
CN(C)CCN(Cc1ccccc1)S(=O)(=O)c1ccc(-c2ccc(=O)[nH]n2)s1,5%,-19,-17%,4%,-14%,12%,-1%,-21
c1ccc(CCn2nnnc2CN2CCN(C3CCCC3)CC2)cc1,-6%,-5,12%,3%,-3%,7%,6%,0
CCc1ccc(/C=C2/C(=O)N(C)C(=S)N2CC(=O)OC)s1,-28%,-3,-1%,30%[activator],-1%,-1%,0%,-6
CNC(=O)c1cc2c(n(-c3ccc(C)cc3)c1=O)CC(C)(C)CC2=O,/,10,-21%,/,0%,-5%,?,/
O=C(CSc1nccn1-c1ccccc1)NCc1ccc2c(c1)OCO2,7%,-8,28%,-8%,-17%,-9%,0%,-23
OC1CCN(Cc2cccc(Oc3ccccc3)c2)CC1,6%,-11,6%,-10%,-12%,/,1%,-13
CSc1ncc(Cl)c(C(=O)C(C#N)c2nc3c(C)cc(C)cc3c(=O)[nH]2)n1 (stereo unspecified),-1%,1,-6%,-14%,-28%,40%,-20%,30
CCOc1ccc(NC(=O)CSc2ccc(-c3cccnc3)nn2)cc1,-2%,0,-9%,0%,9%,?,1%,8
CCCNCc1nnc(-c2ccccc2Cl)o1,-2%,-4,0%,16%,-23%,16%,-7%,8
COc1ccc(NC(=O)NCCc2c(C)nn(C)c2C)c(OC)c1,/,9,-9%,/,0%,2%,/,/

# Taken from above.
# `Cc1c(C(=O)OCC(=O)Nc2ccc(C(=O)N(C)C)cc2)oc2ccccc12` – TDP43 rescue = -14%
# `CCc1ccc(/C=C2/C(=O)N(C)C(=S)N2CC(=O)OC)s1` – EPAC2 ag = -28%
# `CN(C1CCCCC1)S(=O)(=O)c1ccc(C(=O)O)cc1` – EPAC2 antag = -7%
# `CCOc1ccc(NC(=O)CSc2ccc(-c3cccnc3)nn2)cc1` – Abeta yeast res = -9%
# `Cc1cc(NC(=O)c2cccc(S(=O)(=O)N3c4ccccc4CC3C)c2)no1` (stereo unspecified) – D3 antag = -27
# `COc1ccc(NC(=O)NCCc2c(C)nn(C)c2C)c(OC)c1` – Abeta yeast res = -9%

# Next section
SMILES,EPAC2 ag,D3 ag,Abeta yeast res,EPAC2 antag,TDP43 rescue,FUS yeast rescue,aSyn yeast inh,D3 antag
COc1ccccc1OCCCCNC(C)(C)C,12%,-24,3%,0%,-18%,-19%,2%,?
Cc1nc(-c2ccccc2)sc1C(=O)Nc1ccc(S(N)(=O)=O)cc1,1%,10,-13%,5%,-2%,-22%,-4%,5
O=C1NC(Cc2ccc(O)cc2)c2nc3ccc(F)cc3c(=O)n2-c2cc(Cl)ccc21 (stereo unspecified),4%,3,0%,14%,3%,7%,2%,-3
CCN(CC)CCCN1C=C2C(=O)C(C)(OC(=O)C3CCCC3)C(=O)C(c3ccccc3)=C2C=C1CCCC(=O)OC (stereo unspecified),13%,3,-13%,-5%,-5%,22%,-4%,7
CCOC(=O)c1cc(-c2ccccc2)sc1NC(=O)CSc1nnnn1C,1%,-1,-3%,11%,-24%,34%,-8%,21
CSc1ccccc1NC(=O)CN(C)C(C)C(=O)NC(=O)NC1CCCCC1 (stereo unspecified),11%,-4,3%,-10%,-2%,?,-4%,-2
COc1ccccc1CN1C(=O)CCC1(C)C(=O)NCc1cccnc1 (stereo unspecified),6%,4,8%,5%,1%,13%,1%,-7
Cc1ccc(C(=O)NCC2CCCO2)cc1S(=O)(=O)N1CCCCC1 (stereo unspecified),6%,16,-1%,-4%,20%,/,6%,-14
CCOc1ccc(-c2cn3nc(CC(C)C)sc3n2)cc1,/,-12,-22%,/,0%,-1%,/,/
O=C(CN1CCC(n2nnc3ccccc32)CC1)NCc1cccs1,-14%,-6,10%,8%,?,20%,-13%,?
c1ccc(CN2CCC(Nc3ncnc4sccc34)CC2)cc1,13%,-19,-26%,10%,-32%[inhibitor],17%,-5%,?
CCC(=O)Nc1cc(C(=O)OCC(=O)c2ccccc2Cl)ccc1C,7%,-5,-4%,2%,8%,15%,/,-1
COCCCNC(=O)CCc1nc(-c2ccccc2)no1,0%,1,4%,15%,6%,?,-13%,9
CCN(CC)S(=O)(=O)c1ccc(C(=O)NCCSc2c(-c3ccc(F)cc3)[nH]c3ccccc23)cc1,/,-4,9%,/,29%,?,/,/
CC1(C)C(C=C(Cl)Cl)C1C(=O)N1CCN(Cc2ccccc2)CC1 (stereo unspecified),6%,7,-7%,-14%,19%,8%,-2%,-15
CCCS(=O)(=O)NC(=O)C1(C)CCCN(C(=O)c2cccc3ccccc23)C1 (stereo unspecified),9%,2,-10%,10%,20%,-7%,0%,26
CCOC(=O)N1CCC(NC(=O)C2CCCN(C(=O)c3cc4sccc4n3C)C2)CC1 (stereo unspecified),7%,-3,-2%,11%,0%,2%,1%,-6
Cc1cc(NC(=O)CSc2sc3c(O)cc(=O)[nH]c3c2C#N)ccc1Br,-9%,4,0%,?,-6%,10%,-7%,17
O=C1Nc2ccc(F)cc2C12OCCO2,-1%,-21,-8%,11%,0%,13%,-17%,2
CCN(CC)C(=O)C1CCCN(Cc2cccc(Cl)c2)C1 (stereo unspecified),2%,-12,-4%,2%,11%,-4%,-1%,?
CC1(Cc2ccc(Cl)c(Cl)c2)C(=O)Nc2ccc(S(=O)(=O)NC3CCCCC3)cc21 (stereo unspecified),13%,-3,-20%,-22%,9%,-15%,-3%,-2
COc1ccc(NC(=S)N2CCC(c3nc4ccccc4o3)CC2)c(OC)c1,-3%,-1,-1%,-4%,4%,-18%,0%,-3
COc1ccccc1C(=O)Nc1ccc(Oc2nnc(-c3ccc(C)cc3)c3ccccc23)cc1,1%,-12,-16%,7%,-6%,15%,-4%,-27
COc1ccc(-c2cnc(N)nc2-c2ccc(OCc3ccccc3)cc2O)cc1,3%,13,3%,-9%,12%,35%,10%,20
CC(=O)Nc1ccc(S(=O)(=O)C(C#N)c2nc3ccccc3nc2NCCCO)cc1 (stereo unspecified),-3%,4,-14%,-8%,-25%,-23%,-1%,1

# Part of the list above, reduced to FUS yeast rescue, Abeta yeast res and EPAC2 ag.
smiles	FUS yeast rescue	Abeta yeast res	EPAC2 ag
CCCS(=O)(=O)NC(=O)C1(C)CCCN(C(=O)c2cccc3ccccc23)C1 (stereo unspecified)	-7%	-10%	9%
Cc1cc(NC(=O)CSc2sc3c(O)cc(=O)[nH]c3c2C#N)ccc1Br	10%	0%	-9%

# New compounds follow:
SMILES,EPAC2 ag,D3 ag,Abeta yeast res,EPAC2 antag,TDP43 rescue,FUS yeast rescue,aSyn yeast inh,D3 antag
Cc1cc(C)c2cc(C#N)c(N3CCNCC3)nc2c1,21%,-10,-13%,11%,2%,-24%,-3%,?
COc1cc(/C=C2\C=CC(=O)O2)cc(OC)c1,3%,-15,-4%,16%,0%,26%,-1%,1
Cc1csc2nc(CCNS(=O)(=O)c3ccc(F)cc3)cn12,/,0,-3%,/,8%,-1%,/,/
CC1(C)CC(=O)C(C=NCCN2CCN(C(=O)c3ccccc3)CC2)=C(O)C1,1%,-28,-11%,-5%,16%,16%,11%,-4
COc1ccc(CCN2C(=NC(=O)CCC(=O)O)SC3CS(=O)(=O)CC32)cc1OC (stereo unspecified),4%,1,-3%,-5%,22%,8%,-7%,-19
CC(=O)Nc1ccccc1OC(C)C(=O)NC(C)c1ccc(F)cc1 (stereo unspecified),0%,15,-21%,0%,-3%,7%,0%,20
O=C(CSc1nnc(Cc2cccs2)n1Cc1ccco1)Nc1ccc(Cl)cc1Cl,24%,1,7%,1%,?,27%,7%,-1
Cn1c(Cc2ccccc2)nnc1SCC(=O)N1CCCCC1,4%,-3,2%,3%,-2%,-10%,1%,-9
COc1ccc(NC(=O)Cn2c(=O)n(-c3ccccc3)c(=O)c3c4c(sc32)CCCC4)cc1,/,3,3%,/,?,7%,/,/
CCCCOP(=O)(c1ccc(N(C)C)cc1)C(O)c1cc(OC)ccc1OC (stereo unspecified),-8%,-1,5%,-1%,-16%,23%,2%,3
COc1ccc(C(=O)OCC(=O)Nc2c(C)cccc2C)c(OC)c1OC,21%,-6,-17%,-6%,22%,-7%,3%,-24
Cc1csc(NC(=O)C2CCCC2)n1,7%,-5,6%,-2%,?,12%,4%,-13
